Assay outcomes (PubChem BioAssay)
hcGAS lum: inhibitors of human cGAS; Q8N884; recombinant h-cGAS, ATP depletion, Kinase-Glo luminescence; inhibition, % at 12.5 µM; 0.081% of 290,000 active; AID 1259398;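 further: 0% = vehicle reaction and 100% = reaction without DNA for no activity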
Target sequence (Q8N884 whole entry, looked up): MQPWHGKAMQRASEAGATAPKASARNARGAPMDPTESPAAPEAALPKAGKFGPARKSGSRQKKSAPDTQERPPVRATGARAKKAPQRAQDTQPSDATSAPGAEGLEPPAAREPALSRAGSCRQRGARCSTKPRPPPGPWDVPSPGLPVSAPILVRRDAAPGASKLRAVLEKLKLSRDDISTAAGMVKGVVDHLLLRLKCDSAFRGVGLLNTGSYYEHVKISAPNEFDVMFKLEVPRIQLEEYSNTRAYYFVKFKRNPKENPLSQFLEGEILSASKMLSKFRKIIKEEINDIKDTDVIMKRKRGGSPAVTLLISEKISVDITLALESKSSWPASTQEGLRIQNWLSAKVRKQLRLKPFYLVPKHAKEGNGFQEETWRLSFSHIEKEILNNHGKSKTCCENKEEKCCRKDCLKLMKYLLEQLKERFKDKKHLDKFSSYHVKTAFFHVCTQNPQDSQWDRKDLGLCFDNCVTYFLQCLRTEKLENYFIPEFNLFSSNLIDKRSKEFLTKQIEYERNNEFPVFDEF
mcGAS lum: blocks mouse cGAS activity; Q8C6L5; recombinant cGAS, Kinase-Glo ATP depletion luminescence; inhibition, % at 12.5 µM; 0.15% of 160,000 active; AID 1259399;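 further: 0% = negative control wells and 100% = reference inhibitor with no enzyme activity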
NPYLR7 agonist: mosquito NPYLR7 agonism; AID 1259423; activation, % at 10 µM; 0.15% of 270,000 active; HEK293T NPYLR7/Galpha15, GCaMP6s calcium fluorescence; in the data active means activation above about 40%;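 further: 0% = vehicle and 100% = reference agonist at the receptor; some compounds past the cut are filed as inactive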
* = called active by the depositor; · = no result given; & = joins results of further samples. Unless noted, no stated cut-off is given here; in the data, active means inhibition above about 40%; inactive means the rest.

Molecule	hcGAS lum	mcGAS lum	NPYLR7 agonist
C[C@@](Cc1ccc(O)c(O)c1)(NN)C(=O)O	1.4	-2.3	-2.4
CCCCOC(=O)C1=C(C)NC(=O)NC1c1cc(OC)cc(Br)c1OC (stereo not given)	-4.5	-2.8	-0.2
CC(=O)N(Cc1cc(Cl)ccc1OS(C)(=O)=O)CC(C)C	-3.0	-5.0	20.8
O=C(CCn1cc(Cl)cn1)NC1CCC(n2cnnc2)CC1 (stereo not given)	-8.8	·	0.0
COc1ccc(Cn2ccnc2CN(C(=O)c2cccc(OC)c2)c2ccccc2)cc1	-5.0	-4.1	21.1
CC(C)CN1CC(O)CN(S(=O)(=O)c2ccc(F)cc2)CC1=O (stereo not given)	-8.6	-6.7	0.0
OCCC1CN(Cc2ccsc2)CCN1Cc1cccs1 (stereo not given)	-10.1	-8.0	0.3
Cc1c(C(=O)Oc2cc(N)n(S(C)(=O)=O)n2)cccc1[N+](=O)[O-]	-1.9	1.3	1.9
CCCc1nc(N2CCN(C(=O)Nc3cccc(C)c3)CC2)c2c(-c3ccccc3)noc2n1	-3.5	-5.8	14.6
CCc1ccnc(NC(=O)c2cccc(CN3CC[C@H](O)C3)c2)c1	-4.6	·	4.6
CC1CCN(C(=O)Cn2cnc3c(nnn3Cc3ccccc3)c2=O)CC1	-4.3	·	6.7
CCn1ccnc1CN(C)C(=O)CCNC(=O)c1ccccc1F	-9.0	-12.9	14.5
CCS(=O)(=O)NCCN1CCOC(c2nc(C(C)C)n[nH]2)C1 (stereo not given)	-10.4	·	8.2
CC1Oc2ccc([N+](=O)[O-])cc2N(c2ccc3c(c2)CCO3)C1=O (stereo not given)	0.1	·	3.8
CCOC(=O)C1CCN(CC(=O)N2N=C(c3cccc(C)c3)CC2c2ccccc2F)CC1 (stereo not given)	-0.4	-3.4	-2.4
COc1cccc(C(=O)NCC2Cc3cc(-c4ccc(S(C)(=O)=O)cc4)ccc3O2)c1OC (stereo not given)	-5.8	-12.3	2.8
COCCCNc1nc2ccccc2nc1NS(=O)(=O)c1ccc(C)c(C)c1	-3.9	-5.8	-17.3
Cc1ccc(CSc2nc(CC(=O)Nc3ccccc3C(N)=O)cs2)cc1	-0.7	-4.6	·
CCn1nc(C)c(Br)c1C(=O)N1CCc2c([nH]c3ccc(OC)cc23)C1c1ccc(COC(C)=O)o1 (stereo not given)	-16.7	-8.8	7.8
CSc1ccc(NC(=O)Nc2ccc(Oc3cccc(C)c3)nc2)cc1	-4.9	-4.6	·

Molecule	hcGAS lum	mcGAS lum	NPYLR7 agonist
COCc1nc(NCC(c2sccc2C)N(C)C)c2cnn(C)c2n1 (stereo not given)	1.5	·	7.2
O=C(CSc1ccc(F)cc1F)Nc1ccc(-n2cnnn2)cc1	-7.8	·	6.0
Cc1c(Cl)c(C(F)(F)F)nn1CC(=O)Nc1c(Cl)cccc1Cl	1.1	-1.4	-10.6
O=C(OCc1cc(-c2cc3ccccc3o2)on1)C1CC1	-6.5	·	-2.6
O=C(NCCOc1cc(N2CCCC2)ncn1)c1ccc(=O)[nH]c1	-5.7	·	-1.2
COC(=O)c1cc(OC)c(OC)cc1NCc1cc(=O)oc2cc(C)c(O)cc12	-5.7	-9.7	3.2
C=CCCC(O)CN(Cc1ccco1)Cc1c(C)nn(-c2ccccc2)c1Oc1ccc(F)cc1F (stereo not given)	2.7	-1.4	-5.9
CC(C)c1[nH]n(-c2ccc(Cl)cc2)c(=O)c1C1=C([n+]2ccccc2)C(=O)N(C(C)C)C1=O	-2.8	-6.0	-11.2
N#CC1C(=N)S[C@@H](C(=O)c2ccccc2)[C@@H]1c1ccccc1 (stereo not given in full)	5.1	0.0	-6.9
Cc1cccc(NC(=O)Cc2nc(-c3cccc(Br)c3)cs2)c1	-5.9	·	1.0
COc1cccc(C(O)CNC(=O)c2ccc3c(c2)NC(=O)CCS3)c1 (stereo not given)	2.8	·	2.0
CCCc1nc(C(=O)N2CCCC(c3[nH]ncc3CC)C2)cs1 (stereo not given)	-4.6	-21.5	-0.2
CN1CCC(Cc2noc(-c3cc(-c4ccccc4O)n[nH]3)n2)CC1	-4.1	-8.5	28.0
C=C(C)CN(CC(=C)C)c1ccc(Cl)c(C(N)=O)c1	-7.5	-8.9	-0.8
N#Cc1cccc(C(=O)Nc2cccc(-c3cccc(-c4ccc(F)cc4)n3)c2)c1	-10.6	-6.5	3.7
COc1ccc(C)c2sc(N(Cc3cccnc3)C(=O)c3ccc(Cl)s3)nc12	-4.1	-6.6	-9.6
COc1ccc(OCC2CN(CCOc3ccccc3)C(=O)c3ccc(C)nc3O2)cc1 (stereo not given)	-4.0	-9.6	-0.3
O=C(Nc1cccc(Cl)c1)N1CCCC(OCc2ccccc2Cl)C1 (stereo not given)	-5.6	-4.4	-5.1
CCOC(=O)c1[nH]c2c(c1-c1ccc(OC)cc1)C(=O)CC(c1ccc(OC)c(OC)c1)C2 (stereo not given)	6.6	·	-1.5
CCc1cc(C)cc(OCC(O)Cn2c(C)[n+](C)c3ccccc32)c1 (stereo not given)	-5.4	·	5.1

Molecule	hcGAS lum	mcGAS lum	NPYLR7 agonist
COc1ccc(Br)c(NC(=O)N2CCOC(C)(C)C2)c1	1.2	·	-1.6
O=C(COc1ccc(N2CCCC2=O)cc1)Nc1ccc(N2CCOCC2)nc1	-9.8	·	13.4
Cc1cccnc1CC(C)NC(=O)c1cn[nH]c1-c1ccccc1 (stereo not given)	-7.6	·	5.8
CS(=O)(=O)c1ccc(-c2nc3c(cc2C(N)=O)CCC3)cc1	-4.1	-9.5	-1.7
COC(=O)c1cccc2c1CN(Cc1nnc(-c3ccc(C)cc3)o1)CC2	-2.5	·	8.6
CCN(CC)C(=O)C1=C(C)NC(=S)NC1c1ccsc1 (stereo not given)	-9.5	·	0.0
CC(C)c1csc(NC(=O)c2ccccc2Br)n1	-0.6	-5.3	0.9
CN(Cc1n[nH]c2c1CCCCC2)C(=O)c1ccc(-n2cnnn2)cc1	-5.7	·	24.7
FC(F)(F)C1CN(Cc2cc(-c3cccnc3)no2)CCO1 (stereo not given)	-5.2	-13.1	9.8
CCCN1CCC(Cc2noc(-c3cccnc3OC)n2)CC1	0.3	·	2.0
COc1cc(C=C2SC(=O)N(CCNC(=O)C(C)(C)c3ccccc3)C2=O)cc(OC)c1OC	11.1	·	0.8
O=C(CN(Cc1ccco1)S(=O)(=O)c1ccc(Cl)c(Cl)c1)Nc1ccc(F)c(F)c1F	-4.9	-4.9	3.3
COC(=O)c1ccc(COC(CN2CCN(C(=O)Nc3ccc(OC(F)F)cc3)CC2)c2cccc(OC)c2)cc1 (stereo not given)	-7.1	-6.9	·
CCOC(=O)c1sc(NC(=O)c2ccc(Oc3ccccc3)cc2)nc1C	3.5	-8.6	9.6
Nc1n[nH]c(C(=O)N2CCC(CN3CCCC3)CC2)c1Cl	-8.6	-4.6	·
Cn1c(=O)[nH]c(=O)c2c1nc(SCCCO)n2Cc1ccccc1Cl	-9.3	·	1.6
CCc1oc(-c2nn3c(C4CC4)nnc3s2)cc1CN(CC)CC	-2.0	·	-1.0
CC1CCCC(NC(=O)Cc2ccc(-n3cccn3)cc2)C1C (stereo not given)	-3.4	·	-2.7
O=C(CCN1C(=O)c2ccccc2C1=O)Nc1ccccc1F	-1.7	-5.6	4.4
Cc1ccc(CNC(=O)c2nnn(CC(=O)Nc3cc(C)cc(C)c3)c2N)cc1	-3.3	-5.6	-4.8

Molecule	hcGAS lum	mcGAS lum	NPYLR7 agonist
Cn1c(=O)c2c(nc(CN(Cc3ccccc3)Cc3ccccc3)n2CC(O)CO)n(C)c1=O (stereo not given)	-6.2	-7.6	1.6
CC(C)CN(Cc1c(-c2ccccc2)noc1N1CCCCC1)C(=O)NC(C)C	-6.4	-5.3	-4.3
C=CCNC(=O)c1c(NC(=O)c2cccc([N+](=O)[O-])c2)sc2c1CCCC2	-2.0	-6.2	3.1
COC(=O)c1cccc(CN2CCC(c3ccncc3)CC2)c1	2.5	2.3	2.4
Cc1cc(OCC(=O)NNC(=O)CCOc2ccccc2)ccc1Cl	-6.2	·	-1.5
COc1ccc(C=CC(=O)c2ccc(C#N)cc2)cc1	-3.8	·	-7.1
COc1c(F)cc(NC(=O)c2ccc(-c3n[nH]c(C)n3)cc2)cc1F	-9.3	·	2.7
O=c1c2cnc3ncnn3c2ccn1-c1ccc(Br)cc1	-5.7	·	1.8
COc1ccc2[nH]c3c(c2c1)CCN(C(=O)COCc1ccccc1)C3c1ccc(COC(C)=O)o1 (stereo not given)	-16.8	-9.3	7.7
Cc1cccc2cc(CO)c(-c3cc(NCCO)nc4[nH]ccc34)nc12	-6.0	-8.5	7.7
Cc1ccsc1[C@@H]1CCN(Cc2c(C)nn(C)c2Cl)C[C@H]1O	0.7	·	4.4
CC(NC(=O)c1ccc(N2CCCC2=O)cc1)c1ccc(F)c(F)c1 (stereo not given)	-17.0	-9.2	-0.5
CCC(c1nc2ccccc2c(=O)n1-c1ccccc1OC)N(Cc1ccccc1)C(=O)Nc1ccc(Br)cc1 (stereo not given)	-4.4	-3.3	21.6
COc1ccc(C2SCC(=O)N2c2ccc(F)cc2)cc1 (stereo not given)	1.7	-1.6	-10.4
COc1cccc(C(=O)NCc2n[nH]c(=S)n2-c2ccccc2)c1	-3.3	-7.5	0.9
Cc1cccn2cc(C(=O)N3CCCn4cncc4C3)nc12	-0.5	-0.1	-2.0
Cc1ccccc1C(=O)Nc1ccnn1C1CCN(C(=O)C2=CCCCC2)CC1	-9.7	-2.9	-2.9
Cc1ccc(C(=O)CSc2nc3[nH]c(=O)[nH]c(=O)c3s2)cc1	2.8	3.6	-4.7
CN(C)C(=O)c1cc(NC(=O)NCc2ccc3c(c2)CCC3)ccn1	-7.5	-15.5	3.5
Cc1nnsc1CN(C)Cc1cnc(-c2cccc3ccccc23)nc1	-1.6	-14.1	24.5

Quoted from the listing for reference:
Molecule	hcGAS lum	mcGAS lum	NPYLR7 agonist
Cc1ccc(C(=O)CSc2nc3[nH]c(=O)[nH]c(=O)c3s2)cc1	2.8	3.6	-4.7
CN(C)C(=O)c1cc(NC(=O)NCc2ccc3c(c2)CCC3)ccn1	-7.5	-15.5	3.5
Cc1nnsc1CN(C)Cc1cnc(-c2cccc3ccccc23)nc1	-1.6	-14.1	24.5

Returning to the listing; the 5 compounds before the break are reprinted first.
Molecule	hcGAS lum	mcGAS lum	NPYLR7 agonist
Cc1cccn2cc(C(=O)N3CCCn4cncc4C3)nc12	-0.5	-0.1	-2.0
Cc1ccccc1C(=O)Nc1ccnn1C1CCN(C(=O)C2=CCCCC2)CC1	-9.7	-2.9	-2.9
Cc1ccc(C(=O)CSc2nc3[nH]c(=O)[nH]c(=O)c3s2)cc1	2.8	3.6	-4.7
CN(C)C(=O)c1cc(NC(=O)NCc2ccc3c(c2)CCC3)ccn1	-7.5	-15.5	3.5
Cc1nnsc1CN(C)Cc1cnc(-c2cccc3ccccc23)nc1	-1.6	-14.1	24.5
COc1ccc2cc(-c3ccccc3NC(=O)CN)ccc2c1	-2.4	-16.8	3.4
COc1ccccc1CCN1CCCC(CN(C)Cc2nc3ccccc3n2C)C1 (stereo not given)	-7.4	-10.3	16.4
Cc1cnc(C)c(N2CCN(Cc3ccc(C#CC(C)(C)O)s3)CC2)n1	-0.7	·	3.7
COc1ccc2oc(=O)c(C(=O)NC3=C(C#N)CCC3)cc2c1	-4.0	·	-4.5
Cc1cccc(CO[C@]2(C(=O)NCC3CC3)CC(OCc3cccc(F)c3F)[C@@H]3OC(C)(C)O[C@@H]3C2)c1 (stereo not given in full)	-4.2	-5.5	33.7
CCCNC(=O)C1(C)CCCN(CC(=O)c2csc3ccccc23)C1 (stereo not given)	3.5	2.6	-5.6
CCCCc1nnc(SC2CCN(CC(F)(F)F)C2=O)n1N (stereo not given)	-6.4	·	-0.8
O=C(c1ccn2nnnc2c1)N1CCCC(CCc2ccc(F)c(F)c2)C1 (stereo not given)	-1.5	·	2.8
CCOC(=O)C1=C(C)N=c2s/c(=C\c3ccccc3F)c(=O)n2C1/C=C/c1ccccc1 (stereo not given)	-10.1	·	-4.6
C[N+](C)(C)CCOC(N)=O	-2.9&-1.7&-0.5&-3.4	-4.7&-4.4	43.3&4.9&20.1&33.7
CC(C)OP(=O)(OC(C)C)C(Nc1cccc(N)c1)c1cccc(N)c1 (stereo not given)	-2.5	-6.8	-11.9
CC1CN(c2cc(Oc3ccccc3F)ncn2)CCN1Cc1ccc(Cl)cc1 (stereo not given)	-2.1	-3.6	3.5
Cc1ccc(CN(Cc2ccc(C(O)(c3cccs3)c3cccs3)o2)CC2CCCO2)s1 (stereo not given)	-1.1	-2.4	-5.6
O=C(Nc1nn[nH]n1)C12CC3CC(CC(C3)C1)C2	-3.4	·	-12.6
Cn1c(=O)oc2cc(S(=O)(=O)NCCCN3CCCC3=O)ccc21	0.5	-0.1	9.9
CS(=O)(=O)CCC(=O)Nc1cccc(-n2cccc2)c1	-1.1	·	-2.8
O=C(NCCc1ccccc1Cl)c1ccc(Cn2c(=O)[nH]c3ccccc3c2=O)cc1	-1.0	·	-8.9
OC(C#CC(O)(c1ccccc1)c1ccccc1)c1ccc(F)cc1 (stereo not given)	-2.3	-2.9	10.7
